# Screens deposited in PubChem by National Center for Advancing Translational Sciences (NCATS).
# MCF10A rereplic – DNA re-replication induction in MCF 10a cells | hit rate 2.9% among 350,000 | AID 624296 | Potency, µM (titrated, usually from 46.1 µM), without a hit: at the highest dose activity, positive = re-replication, hits mostly activators | MCF 10A DNA re-replication, Hoechst nuclear intensity, 48 h; further: potency means the concentration at half of the fitted maximal effect; % of control where 0% means no effect; nearly all actives have a fitted effect of over 50% in size
# HT1080-NT tox – kills 2HG-producing HT-1080-NT fibrosarcoma cells; HT-1080-NT fibrosarcoma viability, CellTiter-Glo ATP luminescence, 48 h; Potency, µM (series often up to 46.1 µM), without a hit: top-dose activity, negative = less viability, most hits filed as cytotoxic; hit rate 1.6% among 360,000;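 further: NT is the 2HG producing partner of a matched IDH1 knockdown line; potency means the concentration at half of the fitted maximal effect; 0% = DMSO-treated cells and -100% = media-only wells without cells; nearly all actives have a fitted effect of over 55% in size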
#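 Viability by CellTiter-Glo luminescence after 48 h compound exposure at 37C of HT-1080-NT cells (750/well, RPMI, 5% FBS). % activity scaled between DMSO wells and medium-only wells, then curve-fitted and categorized by curve class.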
# IL1B secr inh – inflammasome signaling inhibition, IL-1 beta readout. THP-1 LPS/ATP IL-1B secretion, AlphaLISA, 16 h; active compounds read low. activity change, % at 57.5 µM. hit rate 4.7% among 360,000; in the data active means activity change below about -50%; inconclusive means mostly about -30% to -49%; further: on the % scale 0 is the no-effect control and ±100 the full control effect
#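 Secreted IL-1B measured by AlphaLISA bead assay after 16 h compound exposure of THP-1 cells; compounds (final up to 57.5 uM) added 1 h before LPS (250 ng/mL) and ATP (1.25 mM) stimulation; lower signal means less secretion.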
# ATXN2 expr inh – reduces ATXN2 reporter expression in HEK-293 cells. HEK-293 ATXN2-luciferase reporter, luminescence, 24 h. Potency, µM (titrated, usually from 57 µM), for inactives: at the highest dose activity change, negative = inhibition, most hits filed as inhibitors. hit rate 0.72% among 360,000; further: potency means the concentration at half of the fitted maximal effect; on the % scale 0 is the no-effect control and ±100 the full control effect; nearly all actives have a fitted effect of over 55% in size
#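 qHTS (up to 57 uM final) was run with 24 h compound exposure of reporter cells at 37 °C. Each well was multiplexed: SteadyGlo luminescence measured ATXN2-luciferase expression after a fluorogenic Gly-Phe-AFC viability readout (25 uM final).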
# KB-3-1 tox – kills parental KB-3-1 adenocarcinoma cells; KB-3-1 viability, CellTiter-Glo ATP luminescence, 72 h; Potency, µM (titrated, usually from 46.1 µM), for inactives: at the top dose activity change, negative = cytotoxic, hits mostly cytotoxic; hit rate 1.4% among 400,000; AID 1347075; further: potency means the concentration at half of the fitted maximal effect; on the % scale 0 is the no-effect control and ±100 the full control effect; nearly all actives have a fitted effect of over 60% in size
#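 Here the drug-naive KB-3-1 line serves as comparator for MDR sub-line selectivity; cells received compound titrations, 72 h at 37 °C, then CellTiter-Glo readout.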
# HepG2 viability – kills HepG2 cells in TGF-b inhibitor counter-screen; HepG2 CAGA-GFP viability, ATP luminescence, 18 h; Potency, µM (series often up to 46.1 µM), inactives show at the highest dose activity change, negative = cytotoxicity, hits mostly cytotoxic; hit rate 0.76% among 410,000; further: potency means the concentration at half of the fitted maximal effect; some results filed as inactive show a strong effect at the top dose
#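 CellTiter-Glo luminescence gave cytotoxicity after 18 hours at 37 degrees C. The cells were HepG2 CAGA-GFP in 1% FBS DMEM, stimulated with 500 pg/mL TGF-beta after compound addition. %Activity was normalised to no-cell wells (complete cell-killing) and DMSO (no toxicity), and curves were fitted and classified.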
# ATXN viability – viability counter-screen for ATXN expression inhibitors; hit rate 0.49% among 400,000; Potency, µM (top dose mostly 56.7 µM), hits mostly cytotoxic; S2 cells (HEK-293 line with an ATXN2-luciferase reporter) viability, CellTiter-Fluor protease fluorescence, 24 h; further: potency means the concentration at half of the fitted maximal effect; nearly all actives have a fitted effect of over 40% in size
# SW480 rereplic – DNA re-replication induction in SW480 cells | SW480 DNA re-replication, Hoechst DNA content imaging, 48 h | Potency, µM (doses to about 46.1 µM), for the others: at the top dose re-replication activation, hits mostly activators | hit rate 1.8% among 340,000; further: potency means the concentration at half of the fitted maximal effect; % of control where 0% means no effect; nearly all actives have a fitted effect of over 55% in size
#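 Readout is total intensity of Hoechst-stained nuclei, excited at 405 nm and collected at 500-530 nm. Compound treatment lasted 48 hr at 37 C in 5% CO2 before staining.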
# HT1080 IDH1KD tx – toxicity to HT-1080 IDH1 knockdown cells (counter line) | hit rate 2% among 360,000 | HT-1080 IDH1 knockdown viability, ATP luminescence, 48 h | Potency, µM (doses to about 46.1 µM), without a hit: top-dose activity, negative = toxicity, actives largely listed as cytotoxic | AID 686971;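 further: potency means the concentration at half of the fitted maximal effect; 0% = DMSO wells and -100% = cell-free medium wells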
#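 Cytotoxicity counter-line: IDH1KD HT-1080, 48 h, CellTiter-Glo. Curves classed by r2, magnitude and activity.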
# Starred values were filed as active, the others as inactive; i = inactive; u = inconclusive; x = not tested or not shown; & = joins results of further samples; [ ] = dose if it differs, or a comment. Unless noted, the call rests on the fitted dose curve; in most records, active means well fitted curve in the direction sought with a large enough effect; inconclusive means small, poorly fitted or top-dose-only effect, or another doubt; inactive means no such curve, though single readings can be large; an effect the other way counts as inactive or inconclusive.
SMILES,MCF10A rereplic,HT1080-NT tox,IL1B secr inh,ATXN2 expr inh,KB-3-1 tox,HepG2 viability,ATXN viability,SW480 rereplic,HT1080 IDH1KD tx
Cc1ccc(S(=O)(=O)Nc2ccc(O)c(Sc3ncn[nH]3)c2)cc1,-36%,14%,7,32%,-13%,5%,i,-19%,4%
CN(/N=C/c1ccncc1)c1cnn(-c2ccc(F)c(Cl)c2)c(=O)c1Cl,0%,4%,1,x,7%,-2%,x,-34%[inhibitor],3%
COC(CNC(=O)c1ccc2c(c1)nc(C)n2-c1cc(C)cc(C)c1)OC,-13%,9%,-8,x,-1%,-1%,u,-5%,0%
NC(=O)C1CCN(C(=O)CCc2nc3sc4c(c3c(=O)[nH]2)CCCC4)CC1,-3%,3%,15,6%,3%,0%,i,0%,0%
CCn1ncc(C2=NOC(C(=O)Nc3cc(OC)c(Cl)cc3OC)C2)c1C (configuration not stated),-6%,4%,36,1%,-9%,-77%,i,1%,4%
Cc1cc(C=O)c(C)c2c1[nH]c1ccccc12,14%,-2%,-57*,-9%,9%,-23%,i,0%,-18%
Cc1ccc(S(=O)(=O)N2CCN(C(=O)CNC(=O)c3ccc(Cl)cc3)CC2)cc1,5%,-2%,-3,-24%,6%,-20%,i,u,0%
COc1ccc(C(=O)Nc2ccc(N3CCN(c4ccccc4)CC3)c(C(=O)O)c2)cc1,x,x,x,28%,11%,4%,i,x,x
Cc1ccc(C(=O)Nc2ccc(-c3nc4ccccc4o3)cc2)cc1Cl,x,x,x,6%,1%,0%,i,x,x
O=C(c1ccco1)N1CCN(C(=O)c2cc(-c3ccncc3)nc3ccc(Br)cc23)CC1,0%,-1%,0,10%,-21%,-4%,i,-9%,-1%[9.24 µM]
COc1ccc(-c2cnc3c(NC=O)cc(-c4ccccc4OC)cn23)cc1OC,x,0.046µM*,32,18µM*,0.18µM*,-28%,i,x,0.18µM*
Cc1ccc2nc(SCC(=O)c3c(C)[nH]c4ccccc34)[nH]c2c1,13µM*,-13%,u,-7%,16%,-8%,i,9%,-3%
CC(C)c1nnc(SCC(=O)Nc2ccc3c(c2)OCO3)n1C,8%,15%,-2,-2%,-3%,-6%,i,-9%,9%
CC(C)n1cnc2cc(NCc3ccccc3O)ccc21,-4%,-17%,-14,-2%,7%,6%,u,4%,-12%
CCOc1ccc(C(=O)OCC(=O)Nc2cccc(S(=O)(=O)N3CCCC3)c2)cc1,-9%,0%,-6,5%,x,-8%,i,5%,1%
COc1ccc(CN2C(=O)c3cccnc3C2=O)cc1S(=O)(=O)N1CCCCC1,-3%,-5%,-14,x,-7%,1%,i,15%,-1%
CC(=O)c1c(C)[nH]c(C(=O)OCC(=O)NCC(C)C)c1C,-14%,-8%,45,7%,3%,-2%,i,-4%,-6%
N#C/C(C(N)=O)=C1/SC=C(c2ccccc2)N1c1ccccc1,2%,0%,-7,-14%,-5%,5%,i,-16%,u
S=c1[nH]nc(Cn2nnc3ccccc32)n1-c1ccccc1,2%,7%,0,8%,3%,-2%,i,3%,16%
CCOC(=O)c1[nH]cnc1C(=O)NC(C)C,7%,-1%,-13,79%[activator],4%,10%,i,-2%,3%

# Entries listed above marked active in IL1B secr inh:
smiles	IL1B secr inh	SW480 rereplic
Cc1cc(C=O)c(C)c2c1[nH]c1ccccc12	-57*	0%

# Other structures
SMILES,MCF10A rereplic,HT1080-NT tox,IL1B secr inh,ATXN2 expr inh,KB-3-1 tox,HepG2 viability,ATXN viability,SW480 rereplic,HT1080 IDH1KD tx
O=C(CCNC(=O)C1CCN(S(=O)(=O)c2ccc(F)cc2)CC1)NCCc1cccc(F)c1,u,-4%,10,-6%,-15%,2%,i,u,5%
CCC(C)[C@H](NC(=O)N1CC(=O)Nc2ccccc21)C(=O)Nc1nccs1 (some centres not stated),0%,-1%,32,5%,17%,-3%,i,-2%,12%
Cc1c(NC(=O)CSc2nnc3c4ccccc4n(CCc4ccccc4)c3n2)c(=O)n(-c2ccccc2)n1C,8.2µM*,u,-62*,-45%,u,-29%,i,u,u
O=C(CSc1nnc(Cc2cccs2)n1-c1ccccc1)Nc1ccc2c(c1)OCCO2,18%,-4%,-14,1%,2%,5%,i,1%,0%
CCC1CN(C(=O)NCc2ccc(C)cc2)c2ccccc2O1 (configuration not stated),-5%,0%,6,0%,4%,-29%&-24%,i,0%,3%
CC(C)Nc1nc(NNc2nc(Cl)nc(NC(C)(C)C)n2)nc(NC(C)C)n1,u,7%,0,x,1%,-4%,i,22%,-1%
O=S(=O)(c1c(F)cccc1F)N1CCN(Cc2c(O)ccc3ccccc23)CC1,19%,-7%,0,21%,0%,-64%,i,-11%,-6%
O=S(=O)(Nc1ccc2c(c1)OCCO2)c1cccc(F)c1,11%,-10%,0,5%,-1%,-2%,i,4%,-9%
COCCNC(=O)CN(C(=O)Cn1nnc2ccccc21)c1ccccc1C,4%,u,0,-2%,13%,-3%,i,-24%,8%
Clc1ccc(-c2cn(-c3ccccc3)c3[n+]2CCS3)cc1,14%,-12%,-51*,-13%,13µM*,-19%,i,9%,-11%
COc1cc(CN2CCNC(=O)C2CC(=O)N(C)CCC2CCOCC2)cc(OC)c1 (configuration not stated),3%,1%,1,-3%,0%,-21%,i,-7%,13%
N#Cc1ccc(/C=C/C(=O)c2ccco2)cc1,u,-3%,-29,-11%,-18%,-63%,u,u,-5%
COc1ccc(C2c3ccc4ccccc4c3Oc3ncn(CCN4CCOCC4)c(=N)c32)cc1 (configuration not stated),2%,u,-79*,u,u,-103%,x,23µM*,u
CC(=O)OCN(C#N)c1nc(N(C)C)nc(N(C)C)n1,-1%,-8%,7,20%,-13%,-12%,i,0%,0%
CCOC(=O)c1cccc(NC(=O)c2cc(-c3ccc(Cl)s3)nc3ccccc23)c1,x,x,x,4%,0%,6%,i,x,x
COc1ccccc1C1=NOC(C)(c2nnc(Cc3ccccc3)o2)C1 (configuration not stated),-1%,1%,21,8%,9%,-2%,i,3%,3%
O=C(O)CSc1ccnc2cc(Cl)ccc12,u,14%,10,19%,4%,-5%,i,u,7%
COCCn1c(C)cc(C(=O)COC(=O)c2n[nH]c3ccccc23)c1C,u,-10%,-4,u,6%,3%,i,2%,-15%
CC1CCN(C(=O)c2cc3ccccc3o2)CC1,6%[9.22 µM],19%,-14,58%[activator],4%,3%,i,u,9%
COc1ccc(OCC(=O)Nc2ccc(N3CCN(C(=O)c4ccco4)CC3)cc2)cc1,u,-28%,-7,9%,18%,-6%,i,-1%,1%

# Of the compounds above, these have two or more sulfur atoms:
SMILES,MCF10A rereplic,HT1080-NT tox,IL1B secr inh,ATXN2 expr inh,KB-3-1 tox,HepG2 viability,ATXN viability,SW480 rereplic,HT1080 IDH1KD tx
Cc1ccc(S(=O)(=O)Nc2ccc(O)c(Sc3ncn[nH]3)c2)cc1,-36%,14%,7,32%,-13%,5%,i,-19%,4%
O=C(CSc1nnc(Cc2cccs2)n1-c1ccccc1)Nc1ccc2c(c1)OCCO2,18%,-4%,-14,1%,2%,5%,i,1%,0%

# The list goes on:
SMILES,MCF10A rereplic,HT1080-NT tox,IL1B secr inh,ATXN2 expr inh,KB-3-1 tox,HepG2 viability,ATXN viability,SW480 rereplic,HT1080 IDH1KD tx
Cc1ccc(S(=O)(=O)Nc2c(C)cc(C)nc2Cl)cc1,-7%,-1%,12,-22%,21%,-2%,i,0%,-6%
CC[C@@]12C(=O)N(c3cccc(F)c3)C(=O)N1[C@H](c1ccc(Cl)cc1)[C@@H]1C(=O)N(C3CCCCC3)C(=O)[C@@H]12,-18%,-29%,0,-14%,-22%,-8%,i,-6%,-29%
c1ccc(Oc2c3ccccc3nc3ccccc23)cc1,18µM*,u,11,-15%,u,4%,u,u,u
COc1ccc(OC)c(C(O)c2coc3ccc(O)c(CN4CCOCC4)c23)c1 (configuration not stated),-2%,2%[9.24 µM],-5,-5%,1%,-2%,i,3%,-15%
CSCCC(NC(=O)c1cc(S(=O)(=O)N2CCOCC2)ccc1C)c1nc2ccccc2[nH]1 (configuration not stated),u,0%,-6,6%,18%,-12%,i,-10%,5%
CCCN1CCN(CCCNC(=O)c2ccc(CS(=O)c3ccccc3C)o2)CC1 (configuration not stated),-1%,-1%,-10,6%,2%,-26%,i,16%,2%
O=C(Nc1ccccc1)N1CCc2ccccc2C1,7%,5%,14,52%[activator],-6%,-52%,i,3%,3%
CN(C(=O)c1cccc(N2C(=O)C3CC=CCC3C2=O)c1)C1CCCCC1 (configuration not stated),1%,11%,15,4%,-17%,-4%,i,-5%,2%
Cc1nc2sc(C(c3cccc(F)c3)N3CCC(O)CC3)c(O)n2n1 (configuration not stated),21%,18%,0,7%,15%,1%,i,-8%[9.22 µM],15%
CCN(Cc1nc(-c2ccccc2)no1)C(=O)c1ccoc1C,u,-2%,17,1%,-3%,6%,i,-8%,11%
CC(NC(=O)COC(=O)c1cn(-c2ccccc2)nc1-c1cccs1)c1ccccc1 (configuration not stated),u,0%,-4,-3%,3%,-1%,i,6%,-5%
O=C(O)CS(=O)(=O)c1ccc(C(F)(F)F)cn1,8%,0%,8,5%,3%,0%,i,0%,0%
Cc1ccc(CNC(=O)c2cc(C)nc3c2c(C)nn3-c2ccc(C)cc2)cc1,x,x,x,12%,2%,1%,i,x,x
COC(=O)CSc1nc2ccccc2nc1SCC(=O)OC,23µM*,8%,0,-3%,0%,2%,i,18µM*,9%[9.24 µM]
COc1ccc(NC(=O)C23CCC(C)(C(=O)O2)C3(C)C)cc1 (configuration not stated),0.52µM*,4%,-21,0%,-7%,-12%,i,5.2µM*,2%
COc1ccc(C(=O)C(C)OC(=O)CN2C(=O)c3ccccc3C2=O)cc1 (configuration not stated),-2%,-4%,3,5%,1%,-4%,i,5%,-2%
Cc1ccc2c(c1)C(Cc1ccccc1F)C(=O)N2 (configuration not stated),x,x,x,-17%,-20%,-22%,u,x,x
